Compound activity from PubChem.
SKKanGAS inh: blocks kanamycin growth of S. pyogenes SKKanGAS strain; BacTiter-Glo, 6 h; inhibition, % at 7.5 µM; actives 1.3% (n = 300,000);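 active = mean replicate score, as percent of positive control median, at least 50; inconclusive = mean below 50 but one replicate at or above 50; inactive = mean and every replicate below 50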;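 note: strain carries kanamycin resistance gene driven by streptokinase promoter and grows in 40 µg/ml kanamycin; loss of luminescence reflects streptokinase promoter inhibition or plain growth inhibition; 0% = median of DMSO wells and 100% = positive control at its reference dose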
Platelet DG rel: platelet dense granule release activity; human platelet-rich plasma, SFLLRN dense granule ATP release, luminescence; inhibition, %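 (compounds screened at 7.5 µM in platelet-rich plasma)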; actives 0.22% (n = 300,000);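 active = mean replicate score, as percent of positive control, at or above 50; inconclusive = mean below 50 but at least one replicate at or above 50; inactive = mean and every replicate below 50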
aSyn UTR inh: 5' untranslated region of α-synuclein, MLPCN primary screen | alpha-synuclein 5'UTR reporter, inhibitor activity | inhibition, % (tested at 7.5 µM) | actives 0.82% (n = 300,000) | AID 1813; in the data active = inhibition above about 60%; inconclusive = no clear call, values can overlap the other calls;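 note: H4 neuroglioblastoma cells stably carrying SNCA 5'UTR luciferase fusion; 0% = DMSO wells and 100% = positive control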
KLF5 inh: suppresses KLF5 promoter-driven expression; DLD-1 KLF5 promoter-luciferase reporter, luminescence; inhibition, % at 5 µM; actives 0.23% (n = 290,000); AID 1700;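 active = inhibition above a per-plate limit of that plate's mean compound inhibition plus 3 SD, cut at about 60% in these data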;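 note: 0% = DMSO wells and 100% = LY294002 at 200 µM; higher means less KLF5 promoter-driven luciferase light; inactives centre near -14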
IEC-6 tox: counter-screen for KLF5 inhibitors: cytotoxicity in IEC-6 cells; actives 0.78% (n = 290,000); inhibition, % at 5 µM; IEC-6 cytotoxicity, luminescence viability; AID 1825; in the data active = inhibition above about 22%;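 note: 0% = plate median of test compound wells and 100% = cytotoxic reference compound wells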
HSF1 activator: increases HSF-1 driven luciferase reporter signal | actives 1.7% (n = 300,000) | NIH3T3-HGL HSF-1 luciferase reporter, MG132, 8 h; 100% = twice DMSO control signal | activation, % at 9 µM;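 active = mean replicate activation of at least 50% with a set share of replicates each reaching 50%; inconclusive = only one of those two conditions met; inactive = mean below 50% and too few replicates reaching it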;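 note: 0% = median of the neutral control wells and 100% = twice that signal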
HSP90 inh: inhibitors of HSP90 luciferase refolding in rabbit reticulocyte lysate | luciferase refolding luminescence, 3 h | inhibition, % at 5.6 µM | actives 0.91% (n = 290,000) | AID 1789;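 active = inhibition above the screen-wide mean plus 3 SD, computed separately per campaign, cut at about 16% in these data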;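 note: 0% = DMSO wells and 100% = 60 µM geldanamycin wells; inhibitors lower the luminescence because luciferase stays unfolded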
AI-2 QS mod: modulators of Vibrio harveyi AI-2 quorum sensing system; Vibrio harveyi JMH597 AI-2 luminescence/OD600 ratio, 9 h; hits give low values; strain lacks LuxN and CqsS sensors; 0 = neutral-control median; activity change, % at 7.5 µM; actives 0.4% (n = 300,000); in the data active = activity change below about -75%, passing the limit was not always enough; inconclusive = no clear call, values can overlap the other calls;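 note: luminescence divided by OD600 gain over 9 h not by final OD600 alone; inactives centre near 13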
HIF act: HIF pathway transcriptional activation | U2OS HRE-luciferase reporter, luminescence; normalized: DMSO 0%, desferrioxamine 100% | activation, % at 7.5 µM (by protocol) | actives 0.32% (n = 300,000) | AID 1910;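 active = mean activation of at least 10% of the iron chelator positive control signal, with at least half of replicates also reaching 10%; inconclusive = mean and replicate majority disagree about reaching 10%; inactive = mean and most replicates under 10%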
HSF1 inh: HSF1 inhibition; AID 2098; NIH3T3-HGL HSE-luciferase, MG132-induced, luminescence 8 h; hits give low values; activity change, negative = inhibition, % at 7.5 µM (by protocol); actives 0.77% (n = 300,000);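 active = more than half of replicate wells show activity change below -50%, luminescence cut by over half; inconclusive = some wells, but at most half, below -50%; inactive = no replicate well below -50%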;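 note: luciferase reports HSF-1 transcriptional activity via heat shock element; 0% = median of DMSO wells and -100% = zero luminescence signal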
Numbers without * were called inactive; u = inconclusive; x = not tested or not shown.

SMILES	SKKanGAS inh	Platelet DG rel	aSyn UTR inh	KLF5 inh	IEC-6 tox	HSF1 activator	HSP90 inh	AI-2 QS mod	HIF act	HSF1 inh
CSCCC(NS(=O)(=O)c1ccc(F)cc1)C(=O)NCc1ccc(S(N)(=O)=O)cc1 (centres undefined)	-10	-11	-10	-34	3	-1	-1	5	-0.1	-1
O=C(NC(=S)Nc1ccc2[nH]c(=O)[nH]c2c1)c1cc(Br)ccc1Cl	-2	18	-6	0	4	19	2	12	-0.5	7
COC(=O)C1=C(C)Nc2nnnn2C1c1ccccc1Cl (centres undefined)	-1	2	11	-2	0	22	-4	15	0.1	3
CCC(NC(=O)COC(=O)C1CC2CCCC(C1)C2=O)c1ccc(Br)cc1 (centres undefined)	-4	-8	-1	x	x	-3	x	12	-0.5	-2
O=c1c2cc(Cl)ccc2nc(-c2ccc(Cl)c(Cl)c2)n1O	74*	6	-16	3	-2	-12	8	78	-0.4	-9
COc1ccc(CC(=O)NNC(=O)c2ccc(SCc3cc(F)ccc3F)c([N+](=O)[O-])c2)cc1	-5	-5	23	16	-9	9	1	52	-0.3	-10
Cc1ccc(-n2c(=O)c3c4c(sc3n3c(=S)[nH]nc23)CCC4)cc1	42	-3	13	13	-9	8	0	10	0.0	-10
CSc1nsc(SCC(=O)Nc2ccc(O)c(C(=O)O)c2)n1	1	0	9	-8	1	10	3	24	-0.2	-10
CCCCCCCCCC(=O)NNC(=O)c1c(O)c2ccccc2n(CCC)c1=O	101*	-6	11	-31	0	3	-2	9	0.1	-7
CS(=O)(=O)N1CCC(C(=O)NCc2ccco2)CC1	4	-2	6	-13	1	-3	3	3	0.2	-2
O=[N+]([O-])c1ccc(Oc2ccc(S(=O)(=O)N3CCCCC3)cc2)cc1	-4	-13	-14	-17	-6	11	-9	-11	-41	-3
CC(=O)N1CCC2(CC1)NC(=O)N(c1ccccc1)N2	12	-9	-29	-10	-5	59*	-2	10	-0.3	21
Cc1nnc2sc(-c3cccc4ccccc34)nn12	-6	-2	24	11	2	-2	5	17	0.0	-3
CCOC(=O)CCNC(=O)CNC(=O)OCc1ccccc1	-1	0	7	10	-2	-3	0	0	-0.3	1
CCCN1C2CCCC1CC(NC(=O)c1cccc([N+](=O)[O-])c1)C2 (centres undefined)	6	1	-8	-44	-5	13	-1	17	1.4	0
CC(=O)c1ccc(NC(=S)NC(=O)/C=C/c2ccco2)cc1	7	-2	-101	-54	-3	10	2	27	2.5	5
COc1ccc(C2N3CC4(C)CN2CC(C)(C3)C4)cc1OC (centres undefined)	-4	-2	0	1	1	7	-3	18	-0.6	0
CCOCc1nnc(NC(=O)c2cc(C(=O)OC)cc([N+](=O)[O-])c2)s1	2	1	12	-15	1	9	2	32	0.1	2
CC(C)(C)c1sc(N)nc1-c1ccccc1	2	-2	34	6	1	-3	0	14	x	-2
CCN(CC)CCn1c(=S)[nH]c2cc3c(cc2c1=O)OCO3	-5	-6	24	-3	-4	-2	0	18	0.3	3
CC(=O)N/C(=C\c1ccc(C)cc1)C(=O)O	0	2	8	-26	-3	0	1	9	-0.3	-4
O=C(NNc1cc(Cl)ccc1Cl)c1cccs1	5	5	-10	3	6	34	5	2	-1.3	-3
CC(=O)Oc1ccc(-c2nc(-c3cccnc3)no2)cc1	u	79*	-93	-96	4	35	-4	7	3.2	22
Cc1ccc(NC(=O)c2ccc3c(c2)[nH]c(=O)n3C(C)C)cc1	-9	6	-25	-13	-2	33	-2	9	0.2	14
Cc1ccc2c(C)c(C(=O)NCCN3CCOC3=O)oc2c1C	-4	-4	0	-16	-1	-20	1	20	0.3	-2
The list continues.
SMILES	SKKanGAS inh	Platelet DG rel	aSyn UTR inh	KLF5 inh	IEC-6 tox	HSF1 activator	HSP90 inh	AI-2 QS mod	HIF act	HSF1 inh
Cn1c(N)c(C(=O)COC(=O)/C=C/c2ccc(S(=O)(=O)N3CCOCC3)cc2)c(=O)n(C)c1=O	43	23	-8	3	-5	-26	4	26	-0.2	-17
Cn1nc(OCc2ccccc2)ccc1=O	1	1	1	-16	-2	1	-3	30	-0.3	-4
N#Cc1ccccc1S(=O)(=O)N1CCN(CC(O)COc2ccccc2F)CC1 (centres undefined)	-3	-7	15	-17	2	7	-1	24	-29	-3
Cn1cnnc1Sc1ccc(/C=C/C(=O)c2ccc(O)cc2)cc1[N+](=O)[O-]	-3	6	-111	-46	-2	58*	1	14	0.4	30
O=C(C1=C(O)C(=O)N(CC2CCCO2)C1c1ccc(Cl)cc1Cl)c1ccco1 (centres undefined)	10	-34	-13	0	-8	-1	6	0	0.3	-2
O=C(Cn1cc2c(n1)CCCCC2)NCCCN1CCOCC1	-4	0	-22	-16	-7	0	-5	23	-0.2	-1
NS(=O)(=O)c1ccc(Nc2nc(-c3ccc(F)cc3)cs2)cc1	-30	-1	2	-25	-5	14	-4	73	0.1	16
O=C(N/C(=C\c1ccc2c(c1)OCO2)C(=O)N1CCOCC1)c1ccccc1Br	-4	1	-1	20	2	3	5	x	0.3	-7
Cc1cc(C)n(-c2ccc(C(=O)NCCCN3CCOCC3)cc2)n1	0	-6	6	-5	4	-1	2	8	-0.1	3
O=S(=O)(c1ccc2ccccc2c1)N(CC(O)COCc1ccco1)c1ccccc1 (centres undefined)	1	-3	-10	-16	2	24	3	-6	0.3	16
CCCS(=O)(=O)N1CCN(C(=O)c2ccccc2F)CC1	1	1	8	-6	5	-17	0	2	-0.7	1
O=C(NCc1nnc(SCC(=O)N2CCN(c3ccccc3)CC2)o1)c1c(F)cccc1F	14	8	4	-10	-2	9	2	13	-0.2	-3
OCn1ncn(-c2ccccc2)c1=S	2	39	5	13	0	-25	3	-4	-0.3	-6
CC(C)CCNC(=O)C(C)N(Cc1ccc(F)cc1)C(=O)c1ccc(CN2CCCCC2)o1 (centres undefined)	-10	-9	-13	-16	2	10	0	-17	-0.2	-6
O=C(O)CCCC(=O)Nc1ccc(Oc2ncnc3cc(Cl)ccc23)nc1	2	3	1	-10	4	1	3	26	0.3	-4
CCOc1ccc(C(=O)Nn2cnnc2)cc1	-3	-6	-13	-4	-10	0	-1	0	x	-4
CCN(CCn1cccn1)C(=O)CCc1nnc(CCCc2ccccc2)o1	9	4	-122	-99	1	30	0	-3	1.7	7
CCOC(=O)c1[nH]ncc1CN1CCN(Cc2ccc(C)cc2)C(CCO)C1 (centres undefined)	0	0	14	-32	6	1	-1	6	0.2	4
CN1C(=O)NC(c2ccccc2[N+](=O)[O-])C2=C1CCCC2=O (centres undefined)	-1	-7	6	-31	-2	1	1	17	-3.3	6
CCCCN(C(=O)C1CC(=O)N(Cc2ccc(C)cc2)C1)c1c(N)n(CC(C)C)c(=O)[nH]c1=O (centres undefined)	9	2	0	-30	2	-9	1	6	-0.5	-3
Cc1cccc(NC(=S)N2CCCCC2c2cccnc2)c1C (centres undefined)	6	0	12	-6	7	-7	5	42	0.1	-8
CCOC(=O)N1CCN(S(=O)(=O)c2ccc(C(=O)Nc3sc4c(c3C(=O)OC)CCN(C)C4)cc2)CC1	-1	29	15	-23	2	9	-1	18	0.3	-3
O=C(NCCN1CCCCC1)/C(=C/c1ccco1)NC(=O)c1ccccc1	4	-1	-4	-10	4	-1	1	13	-6.8	1
Cc1ccc(NC(=O)COCC(=O)Nc2ccc(F)cc2)cc1	-8	-1	-5	-11	0	-4	-5	-1	0.1	-5
CNC(=O)NC(=O)COC(=O)c1n[nH]c2ccccc12	-8	0	-10	0	-4	15	-2	10	-0.1	8
Following part
SMILES	SKKanGAS inh	Platelet DG rel	aSyn UTR inh	KLF5 inh	IEC-6 tox	HSF1 activator	HSP90 inh	AI-2 QS mod	HIF act	HSF1 inh
COc1cccc(C2Nc3ccccc3NC3=C2C(=O)CC(C)(C)C3)c1OC (centres undefined)	-3	5	13	-15	0	-5	-1	21	-1.3	2
CC(O)CNCCOc1ccccc1-c1ccccc1 (centres undefined)	-13	-19	-11	5	-5	14	0	15	-0.6	-3
CC(C)C(c1nnnn1C1CCCCC1)N1CCc2ccccc2C1 (centres undefined)	-5	2	0	-21	-2	6	-1	3	x	0
Cc1ccc(OCC(=O)Nc2ccc(N3CCOCC3)cc2)cc1	-1	-11	6	-21	-6	4	-2	23	x	-2
Cn1c(=O)c2c(SCC(=O)N3CCCCC3)nc(-c3ccccc3F)nc2n(C)c1=O	37	-11	1	-20	-7	-1	-2	35	-24	-1
S=C(NCCCn1ccnc1)Nc1cccc(Cl)c1	12	-15	-25	-17	1	-1	0	20	-13	-7
O=C(NC1CCCCC1)C(c1ccncc1)N(C(=O)c1csnn1)c1ccccc1F (centres undefined)	-2	8	-9	7	1	-5	0	9	0.0	2
Nc1ccc(C(=O)O)cc1[N+](=O)[O-]	-5	4	8	-31	0	15	1	20	0.4	2
COc1cc2c(cc1OC)CN(C(=O)c1cc3ccccc3oc1=O)CC2	7	-3	-99	19	19	-7	1	32	8.3	-1
CCC(/C=N/NC(=O)C(N)=O)CC	0	-2	4	-17	3	2	0	10	0.1	0
COc1ccc(OC)c(S(=O)(=O)NCCCN2CCCC2=O)c1	-8	0	-39	-14	-5	-1	-3	-1	-0.6	-5
COCCCNC(=O)c1ccc2c(=O)n(C3CCCC3)c(=S)[nH]c2c1	7	-5	25	-3	0	-6	2	13	-0.8	-4
COc1ccc(CCN2C(=O)C3CC=C(C)CC3C2=O)cc1OC (centres undefined)	-3	0	-7	1	-6	-9	0	3	0.1	-14
CC(=O)C[C@H]1c2cc(C(F)(F)F)ccc2S(=O)(=O)N1c1ccc(N(C)C)cc1	-3	1	-13	x	x	-5	x	20	0.5	5
CC(=O)c1ccc(NC(=O)Cn2nc(C)c([N+](=O)[O-])c2C)cc1	-3	-4	15	-1	2	-16	2	-37	0.0	-3
O=C(N/N=C/c1cccc(O)c1)c1cc2c(ccc3ccccc32)o1	x	x	x	-37	-4	x	-6	18	x	x
Cc1cc(NC(=O)COc2coc(CN3CCN(c4ccccc4F)CC3)cc2=O)no1	7	-4	-8	x	x	-80	x	22	-0.1	-75*
COc1ccc(C(=O)CC(=O)C(=O)Nc2cccc(F)c2)cc1	1	-4	-54	-14	0	25	-1	49	1.1	15
COc1ccc(OC)c(/C=C2\NC(=O)NC2=O)c1	-10	0	-9	-9	-6	-7	5	21	1.0	-13
O=C(COC(=O)c1cc(-c2ccco2)nc2ccccc12)NCc1ccccc1	-9	7	21	-41	-7	19	6	2	1.0	0
Cc1ccc(N/N=C/c2cccnc2)cc1	1	14	-55	-20	0	3	-2	32	0.8	-5
O=C(CNS(=O)(=O)c1cccc2nsnc12)NCCc1ccccc1	-6	5	-20	-28	-1	-6	-4	-57	0.1	4
O=C(Nc1ccnn1C1CCN(C(=O)Cc2ccccc2F)CC1)C1CC1	0	-4	-12	-8	-8	-4	4	28	0.2	-11
CCOc1ccc2nc(CN3CCN(Cc4ccccc4OCC)C(CCO)C3)ccc2c1 (centres undefined)	6	-9	-38	2	4	-4	-1	13	0.8	-9
